Screens: PubChem BioAssay, National Center for Advancing Translational Sciences (NCATS)
EPAC2 antag – qHTS for Antagonist of cAMP-regulated guanine nucleotide exchange factor 2 (EPAC2): primary screen. Rap guanine nucleotide exchange factor 4 (Homo sapiens), Q8WZA2. EPAC2 GEF exchange of Rap1B-BODIPY-GDP, fluorescence. Potency, µM (titrated, usually from 114 µM), without a hit: at the highest dose activity, negative = inhibition, actives largely listed as inhibitors. hit rate 0.18% among 360,000; note: potency is the fitted concentration of half-maximal effect; % is set by controls: 0 for no effect and ±100 for the full control effect; nearly all actives have a fitted effect of over 45% in size; many of its hits are not listed in these tables
Target sequence (Q8WZA2 whole entry, looked up): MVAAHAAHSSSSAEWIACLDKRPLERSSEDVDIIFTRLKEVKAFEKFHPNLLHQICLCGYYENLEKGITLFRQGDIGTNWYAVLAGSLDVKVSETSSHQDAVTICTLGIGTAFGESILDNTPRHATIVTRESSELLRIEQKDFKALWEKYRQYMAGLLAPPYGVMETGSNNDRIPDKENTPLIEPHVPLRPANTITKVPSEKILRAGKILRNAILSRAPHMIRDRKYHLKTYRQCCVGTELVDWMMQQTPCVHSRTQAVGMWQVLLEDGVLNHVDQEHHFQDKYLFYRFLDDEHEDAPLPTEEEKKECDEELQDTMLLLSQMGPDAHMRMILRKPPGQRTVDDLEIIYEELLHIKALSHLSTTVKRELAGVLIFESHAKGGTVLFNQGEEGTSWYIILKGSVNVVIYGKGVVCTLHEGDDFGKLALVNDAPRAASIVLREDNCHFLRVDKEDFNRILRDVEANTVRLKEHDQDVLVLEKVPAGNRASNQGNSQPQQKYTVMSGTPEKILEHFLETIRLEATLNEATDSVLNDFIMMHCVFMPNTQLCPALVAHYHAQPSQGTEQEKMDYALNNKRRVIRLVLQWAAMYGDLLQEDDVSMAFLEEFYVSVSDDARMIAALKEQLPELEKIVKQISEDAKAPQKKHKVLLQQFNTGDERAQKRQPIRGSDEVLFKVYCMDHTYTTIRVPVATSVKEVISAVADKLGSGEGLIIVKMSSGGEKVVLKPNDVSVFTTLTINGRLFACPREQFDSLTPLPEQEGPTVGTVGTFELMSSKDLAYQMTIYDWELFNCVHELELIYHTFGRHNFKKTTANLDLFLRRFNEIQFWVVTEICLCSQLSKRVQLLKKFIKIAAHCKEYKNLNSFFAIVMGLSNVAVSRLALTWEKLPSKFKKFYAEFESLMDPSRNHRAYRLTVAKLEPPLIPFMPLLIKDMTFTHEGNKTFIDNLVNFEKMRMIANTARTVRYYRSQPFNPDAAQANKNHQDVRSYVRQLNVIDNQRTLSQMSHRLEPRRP
D3 antag – qHTS of D3 Dopamine Receptor Antagonist: qHTS; max response, negative = inhibition, %; D3R cells, DiscoveRx beta-arrestin luminescence, antagonist mode; stronger effect = lower value; hit rate 2.5% among 360,000; in the data active = max response below about -50%; inconclusive = no clear call, values can overlap the other calls; note: % is set by controls: 0 for no effect and ±100 for the full control effect; mostly tested at two doses, the higher about 12 µM
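Cells plated overnight at 1500 cells/well, then exposed to library compounds with dopamine controls for 90 minutes at 37 degrees C. DiscoveRx reagent added for 30–60 minutes at room temperature; luminescence read, quantitative HTS format.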
TDP-43 yeast inh – qHTS of TDP-43 Inhibitors | TDP-43 expressing yeast growth rescue, BacTiter-Glo, 24 h | Potency, µM (titrated, usually from 46.1 µM), for the others: top-dose growth rescue (activation), hits mostly activators | hit rate 1.8% among 410,000; note: potency is the fitted concentration of half-maximal effect; % of control where 0% means no effect; nearly all actives have a fitted effect of over 50% in size
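Readout is BacTiter-Glo luminescence of cell growth, so inhibitors register as activators. TDP-43-expressing yeast at OD600=0.02 in galactose medium, after raffinose pregrowth to mid-log, were incubated with compound for 24 hr at 30 deg C.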
FUS suppressor – qHTS for Suppressors of FUS Proteinopathy: Primary screen using FUS-linked yeast assay. Potency, µM (top dose mostly 76.6 µM), inactives show top-dose growth rescue (activation), hits mostly activators. S. cerevisiae FUS-expressing, growth rescue, OD600, 24 h. hit rate 0.24% among 390,000;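 note: potency is the fitted concentration of half-maximal effect; plate controls were DMSO vehicle for no effect and reference control for full effect; nearly all actives have a fitted effect of over 55% in size; some results filed as inactive show a strong effect at the top dose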
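Cultures pregrown in 2.5% raffinose medium are shifted to minimal medium containing 2% galactose to express toxic FUS. Compounds are tested at several concentrations. After 24hr at 30C, growth is quantified at 600 nm absorbance.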
D3 ag – qHTS of D3 Dopamine Receptor Agonist: qHTS; D(3) dopamine receptor (Homo sapiens), P35462; D3R DiscoveRx beta-arrestin cells, luminescence, 90 min; max activation, %; hit rate 0.58% among 410,000; in the data active = max activation above about 30%; note: 0% is about no effect; mostly tested at two doses, the higher about 12 µM
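Cells at 1500/well, incubated overnight, then treated with pinned compounds (dopamine as control) for 90 min at 37 degrees C. DiscoveRx reagent added for 30 - 60 minutes at room temperature; luminescence read.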
Abeta rescue – qHTS for compounds that reverse cellular toxicity of Amyloid beta (A-beta) peptide in yeast: Primary Screen | hit rate 0.063% among 410,000 | yeast expressing A-beta42, growth rescue, OD600, 48 h; response scale: 0% DMSO, 100% iron-clioquinol control | Potency, µM (top dose mostly 46.1 µM), for inactives: at the top dose growth rescue, most hits filed as activators | AID 1347071, 2019; note: potency is the fitted concentration of half-maximal effect; nearly all actives have a fitted effect of over 55% in size
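Growth rescue measured by 600 nm absorbance after 48 h yeast culture at 30 C with compound. Values normalized between DMSO and an equimolar ferric chloride plus clioquinol control.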
EPAC2 ag – qHTS for Agonist of cAMP-regulated guanine nucleotide exchange factor 4 (EPAC2): primary screen | Potency, µM (top dose mostly 154 µM), for the others: at the top dose activation, actives largely listed as activators | Rap guanine nucleotide exchange factor 4 (Homo sapiens), Q8WZA2 | EPAC2 activation, biochemical qHTS; response scale: 100% = 6.5 mM cAMP response | hit rate 0.079% among 360,000; note: potency is the fitted concentration of half-maximal effect; nearly all actives have a fitted effect of over 50% in size
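qHTS, titration series. 100 nM EPAC2 / 250 nM Rap1B-BODIPY-GDP / 50 uM GDP; RT; ex 480/em 540 nm, 5-min reads to 30 min. Norm. to 6.5 mM cAMP = activation.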
aSyn yeast inh – qHTS of alpha-syn Inhibitors. Potency, µM (doses to about 46.1 µM), without a hit: at the top dose growth rescue (activation), usual class: activators. Yeast expressing alpha-synuclein, growth rescue, BacTiter-Glo, 24 h. hit rate 0.14% among 370,000; note: potency is the fitted concentration of half-maximal effect; % of control where 0% means no effect; nearly all actives have a fitted effect of over 65% in size
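Screening used galactose-induced yeast with toxic alpha-synuclein levels, exposed to compound for 24 hr at 30 deg C. Cell growth, read with BacTiter-Glo luminescence, gave the measured signal.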
Numbers without * were called inactive; ? = inconclusive; . = not tested or not shown; [ ] = remark or other dose. Unless noted, calls come from the whole dose curve; as a rule, active = well fitted curve in the direction sought with a large enough effect; inconclusive = small, poorly fitted or top-dose-only effect, or another doubt; inactive = no such curve, though single readings can be large; an effect the other way counts as inactive or inconclusive. Some of the compounds tested; rates above refer to the full screens.

| Structure | EPAC2 antag | D3 antag | TDP-43 yeast inh | FUS suppressor | D3 ag | Abeta rescue | EPAC2 ag | aSyn yeast inh |
| --- | --- | --- | --- | --- | --- | --- | --- | --- |
| COc1ccc(C(C)(C)C)cc1S(=O)(=O)n1ccnc1C | -9% | 12 | 13% | 7% | -1 | 25% | 5% | 0% |
| Cc1ccc(CNC(=O)C2CCN(C(=O)c3ccc(-n4ccc5ccccc54)s3)CC2)cc1 | . | . | 14% | -17% | 10 | -5% | . | . |
| Cc1nnc(NC(=O)c2c(F)cccc2F)s1 | 27% | -23 | 3% | -20% | -16 | 3% | 6% | -5% |
| CCOC(=O)C1=C(N)Oc2cc(O)ccc2C1c1ccc([N+](=O)[O-])cc1 (stereo unspecified) | -13% | ? | -10%[9.22 µM] | 28% | -10 | -11% | 12% | 1% |
| O=C(CSc1nnnn1C1CCCCC1)Nc1cccc(NC(=O)c2ccco2)c1 | -11% | -15 | 8% | 37% | 4 | 2% | 9% | -15% |
| Cc1nnc(SCc2cccc3ccccc23)s1 | ? | -15 | 0% | ? | -3 | 6% | 21% | 16% |
| COc1ccc(CC(=O)Nc2sc(Cc3ccccc3)c(C)c2C(N)=O)cc1 | 4% | 15 | 0% | 42% | 6 | -4% | 9% | -9% |
| CCOCCCNC(=O)C(NC(=O)Cc1c[nH]c2ccccc12)c1ccccc1 (stereo unspecified) | 2% | -16 | 29% | 6% | -5 | -5% | -3% | -2% |
| Cc1ccc(SC[C@H](c2ccccc2)N2CCN(CC(C)C)CCC2=O)cc1 | -20% | -89* | 7% | -8% | -68 | -5% | 21% | 5% |
| CCOc1cc(N2C(=O)CC3CS(=O)(=O)CC32)c(OCC)cc1NC(=O)c1ccccc1 (stereo unspecified) | 6% | -62* | 4% | -7% | -3 | -6% | 7% | -3% |
| CC(C)C(=O)N1CCCC1(C)C(=O)NCc1ccccn1 (stereo unspecified) | -3% | 8 | 14% | -20% | 5 | -3% | -2% | -1% |
| Cc1ccc(S(=O)(=O)NC(=O)C2(C)CCN2C(=O)C2(c3ccc(Cl)cc3)CC2)nc1 (stereo unspecified) | -8% | 4 | 9% | 2% | -3 | -14% | 13% | 8% |

Rewritten with two lines to a compound: three of the compounds above.
Order of results – EPAC2 antag, D3 antag, TDP-43 yeast inh, FUS suppressor, D3 ag, Abeta rescue, EPAC2 ag, aSyn yeast inh
> Cc1nnc(SCc2cccc3ccccc23)s1
→ ?, -15, 0%, ?, -3, 6%, 21%, 16%
> COc1ccc(C(C)(C)C)cc1S(=O)(=O)n1ccnc1C
→ -9%, 12, 13%, 7%, -1, 25%, 5%, 0%
> CCOc1cc(N2C(=O)CC3CS(=O)(=O)CC32)c(OCC)cc1NC(=O)c1ccccc1 (stereo unspecified)
→ 6%, -62*, 4%, -7%, -3, -6%, 7%, -3%

Profiles as entered above. Order of values: EPAC2 antag	D3 antag	TDP-43 yeast inh	FUS suppressor	D3 ag	Abeta rescue	EPAC2 ag	aSyn yeast inh
`COc1ccc(C(C)(C)C)cc1S(=O)(=O)n1ccnc1C` is listed as -9%	12	13%	7%	-1	25%	5%	0%
`Cc1ccc(S(=O)(=O)NC(=O)C2(C)CCN2C(=O)C2(c3ccc(Cl)cc3)CC2)nc1` (stereo unspecified) is listed as -8%	4	9%	2%	-3	-14%	13%	8%
`CC(C)C(=O)N1CCCC1(C)C(=O)NCc1ccccn1` (stereo unspecified) is listed as -3%	8	14%	-20%	5	-3%	-2%	-1%
`Cc1ccc(SC[C@H](c2ccccc2)N2CCN(CC(C)C)CCC2=O)cc1` is listed as -20%	-89*	7%	-8%	-68	-5%	21%	5%

Later entries:
| Structure | EPAC2 antag | D3 antag | TDP-43 yeast inh | FUS suppressor | D3 ag | Abeta rescue | EPAC2 ag | aSyn yeast inh |
| --- | --- | --- | --- | --- | --- | --- | --- | --- |
| O=C(Cc1cccs1)N/N=C/C(Br)=C/c1ccccc1 | -4% | ? | -8% | 20% | -6 | 8% | 8% | 6% |
| COc1ccc(CN=Cc2c(O)[nH]c3ccccc23)cc1 | 0% | -8 | 24% | 13% | 0 | 18% | 4% | -1% |
| NCC(=O)NCC(=O)NC[C@H]1O[C@@H](n2ccc(=O)[nH]c2=O)[C@H](O)[C@@H]1O | 11% | 34 | 30% | -5% | -21 | 4% | 1% | -5% |
| NC(=S)NNC(=O)Nc1ccc(Cl)c(Cl)c1 | 4% | -3 | 2% | 15% | -1 | 1% | 16% | -5% |
| Cc1ccc(N2CCN(C3=NC(=O)/C(=C\c4cccs4)S3)CC2)cc1 | 5% | 13 | 14% | . | 6 | 8% | 6% | 5% |
| COCCCN(C(=O)CSc1nc2ccccc2c(=O)n1C)c1c(N)n(Cc2ccccc2)c(=O)[nH]c1=O | 8% | 3 | 15% | . | -8 | 5% | 4% | 8% |
| CCN(Cc1ccc(OC)c(F)c1)C(=O)/C=C/c1ccc(S(=O)(=O)N2CCOCC2)cc1 | -11% | -11 | -7% | 43% | -2 | -22% | 17% | 1% |
| Cc1ccccc1OCC(=O)Nc1nnc(SCc2cc(=O)n3cccc(C)c3n2)s1 | . | . | 17% | -9% | 2 | -5% | . | . |
| Cc1nc(Nc2ncc3c(n2)CC(C)(C)CC3=O)nc2ccccc12 | 6% | 2 | -11% | 5% | 1 | 4% | 6% | -2% |
| O=C(c1ccco1)N1CCN(C(=O)c2ccc(-c3ccc([N+](=O)[O-])cc3)o2)CC1 | -6% | -12 | 7% | . | -4 | -18% | 1% | 15% |
| CCOCCCNC(=O)c1cn(C)c(=O)c2cc(OC)c(OC)cc12 | 8% | -6 | -19% | 10% | 0 | -14% | 4% | -3% |
| CCOc1ccc(Cl)cc1S(=O)(=O)N1CCC(C(=O)NCc2ccncc2)CC1 | -5% | 1 | -15% | 16% | -4 | 6% | 10% | 0% |
| Cc1cc2occ(CC(=O)N(C)CC(=O)Nc3c(C)cccc3C)c2cc1C | -18% | -2 | 26% | 17% | -1 | 12% | 7% | 9% |
| COc1ccc(-c2nc(N)nc(C)c2Oc2ccccc2Br)c(O)c1 | -24% | 0 | ? | 21% | 6 | -22% | -1% | 13% |
| COCCNC(=O)CN(c1cccc(OC)c1)S(=O)(=O)c1ccc(C)cc1 | 1% | -18 | 0% | 23% | 3 | 22% | 7% | 7% |
| Cc1cccc(C)c1NC(=O)CNC(=O)c1ccc2c(c1)NC(=O)CS2 | 6% | -7 | 12% | 13% | 4 | -3% | 10% | 3% |
| O=C(c1ccc(=O)[nH]c1)N(Cc1ccco1)C1(C(=O)NC2CCCCC2)CCCCC1 | 13% | -3 | -17% | 15% | 3 | -8% | 2% | 2% |
| CCOc1cc(/C=N/Nc2nc(C)cc(=O)[nH]2)ccc1O | 3% | -10 | -7% | 15% | 1 | 1% | 0% | -1% |
| CN1CCN(C(=O)CN(CCc2ccccc2)S(C)(=O)=O)CC1 | 4% | -15 | -2% | -1% | -14 | 3% | 11% | -3% |
| CCOC(=O)N1CCC(n2c(SCC(=O)NCCC3=CCCCC3)nc3ccccc3c2=O)CC1 | -7% | -9 | 4% | ? | -4 | 13% | 5% | 14% |
| CSCCC(NC(C)=O)C(=O)Oc1ccc2c3c(c(=O)oc2c1)CCCC3 (stereo unspecified) | 9% | -28 | ? | 11% | 12 | 9% | 9% | 2% |
| CCC(C)C(NC(=O)c1ccccc1)C(=O)Nc1ccc(S(=O)(=O)Nc2cc(C)nc(C)n2)cc1 (stereo unspecified) | 5% | -27 | -7% | 6% | 0 | 4% | 9% | -5% |
| Cc1ccc2nc(NC(=O)CCCC(=O)O)sc2c1 | -4% | 3 | 1% | -38% | 0 | -2% | 8% | -6% |
| CCOC(=O)COc1cccc2c(=O)n(CC(=O)NCc3ccc4c(c3)OCO4)ccc12 | -6% | -10 | 6% | -17% | -7 | 7% | -8% | 2% |

Further structures:
smiles,EPAC2 antag,D3 antag,TDP-43 yeast inh,FUS suppressor,D3 ag,Abeta rescue,EPAC2 ag,aSyn yeast inh
Cc1nc(COC(=O)c2cc(O)c3ccccc3c2O)cs1,-13%,-8,19%,17%,-5,11%,7%,13%
CCC1CCCCN1CCCNC(=O)c1[nH]c2ccccc2c1Sc1ccc(Cl)cc1 (stereo unspecified),.,.,-3%,?,1,-4%,.,.
Cc1ccc(OCC(=O)NNC(=O)c2ccoc2C)c(Br)c1,1%,5,12%,.,-2,1%,1%,-4%
Cc1ccc(S(=O)(=O)CCC(=O)Nc2cccc(C)c2)cc1,21%,35,-6%,.,-5,-2%,-7%,8%
NC(=O)c1ccsc1NC(=O)c1ccc(S(=O)(=O)N2CCCCC2)cc1,10%,3,14%,31%,-5,-16%,1%,-2%
O=C(CSc1ncc(-c2ccc(F)cc2)[nH]1)N1CCCCC1,1%,-59*,-13%,-4%,-1,-5%,7%,4%
CC(C)N1CCN(C(=O)c2cccc(Cl)c2)CC1,-5%,1,.,4%,-8,13%,3%,-6%
O=CN(c1ccccc1)c1ccc2ccccc2c1,?,-3,?,6%,-3,5%,1%,7%
CN1OC[C@@H]2CN[C@H](c3ccc(-c4ccccc4)cc3)C[C@@H]21,-7%,-3,?,-17%,3,0%,-4%,0%
CCOc1ccc(NC(=O)Cn2c(C)ccc(C#N)c2=O)cc1,.,.,-1%,-6%,-10,-13%,.,.
Cn1ccc(NC(=O)Nc2ccc(Cl)cc2Cl)n1,-7%,-24,14µM*,16%,1,-8%,9%,-1%
c1ccc(Oc2nc(N3CCOCC3)nc(N3CCOCC3)n2)cc1,3%,?,-18%,23%,-10,-9%,7%,3%
CCC(C)N(NC(C)=O)c1nc(Cl)nc(NC(C)(C)C)n1 (stereo unspecified),-4%,-19,-2%,1%,-7,21%,-9%,-7%
CCOC(=O)Cc1c(-c2cccc(Cl)c2)nc2c3ccccc3ccn12,-9%,45,13µM*,33%,1,-22%,9%,1%
O=C(O)/C=C/C(=O)N1CCN(S(=O)(=O)c2cccc(C(F)(F)F)c2)CC1,18%,15,4%,-1%,3,3%,-3%,2%
CCCN(CC(=O)Nc1ccccc1OC)C(=O)c1ccc2ncsc2c1,3%,-20,-8%,7%,1,-6%,12%,1%[1.84 µM]
